Artemis inh: Artemis endonuclease inhibitors, primary screen, biochemical, fluorescence intensity, FAM/BHQ-1 hairpin substrate. 30,000 compounds, 0.78% hits. inhibition, % at 10 µM. recombinant Artemis, quenched FAM hairpin cleavage fluorescence;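 active = at 10 µM dose, at least 30% inhibition, measured as corrected fluorescence normalized to stimulator and neutral control wells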
Target sequence (Q96SD1 whole entry, looked up): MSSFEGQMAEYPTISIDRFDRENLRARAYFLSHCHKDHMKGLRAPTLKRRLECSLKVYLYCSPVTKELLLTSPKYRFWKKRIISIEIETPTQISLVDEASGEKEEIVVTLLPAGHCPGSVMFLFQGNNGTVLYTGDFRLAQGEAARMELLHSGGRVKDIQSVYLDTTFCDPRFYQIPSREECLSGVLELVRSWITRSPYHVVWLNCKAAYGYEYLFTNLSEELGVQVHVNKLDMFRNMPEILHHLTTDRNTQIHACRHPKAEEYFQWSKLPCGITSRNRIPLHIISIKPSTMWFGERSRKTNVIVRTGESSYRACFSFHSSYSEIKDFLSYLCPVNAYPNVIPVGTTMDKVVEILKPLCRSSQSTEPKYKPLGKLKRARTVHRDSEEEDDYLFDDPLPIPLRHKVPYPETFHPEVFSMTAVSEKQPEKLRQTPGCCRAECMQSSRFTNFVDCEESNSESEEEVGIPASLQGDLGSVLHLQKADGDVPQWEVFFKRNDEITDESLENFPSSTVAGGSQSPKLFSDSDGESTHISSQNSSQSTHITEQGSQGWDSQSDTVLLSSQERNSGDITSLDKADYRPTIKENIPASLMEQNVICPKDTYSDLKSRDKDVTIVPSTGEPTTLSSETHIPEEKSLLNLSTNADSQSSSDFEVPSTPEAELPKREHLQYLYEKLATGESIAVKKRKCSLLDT
* hit, by the source's call. The list is partial; rates above refer to the full screens.

SMILES	Artemis inh
O=C(Nc1nc2ccccc2[nH]1)C1CCN(S(=O)(=O)c2cccs2)CC1	8
COC(=O)c1ccc(NC(=O)CCn2cccc2)cc1	-6
CC1(C)CC(CC(=O)Nc2ccc([N+](=O)[O-])cc2)C(=O)O1 (centres undefined)	-1
CCOC(=O)c1ccc(N2C(=O)C(O)=C(C(C)=O)C2c2ccc(O)c(OC)c2)cc1 (centres undefined)	-1
Cc1cc(NC(=O)CSc2nc(C3CCCCC3)nc3ccccc23)no1	4
Cc1cccc(-n2c(O)c(C=Nc3c(C)n(C)n(-c4ccccc4)c3=O)c3ccccc3c2=O)n1	-4
CC(C)OC(=O)c1nn2c(C(F)(F)F)cc(-c3ccco3)nc2c1Cl	2
CC1(C)C(c2ccccc2)=[N+]([O-])C2(CCCCC2=O)N1O (centres undefined)	8
O=C(COc1ccccc1)NCc1cccs1	-3
CCOC(=O)c1sc(NC(=O)c2cccs2)cc1C	-1
CCCC1c2ccc(C)n2CCN1C(=O)Nc1ccccc1Cl (centres undefined)	-1
C=CCn1c(-c2cccc(Cl)c2)n[nH]c1=S	-5
O=C1C2C3CCCC3=C3CCCC3C2C(=O)N1c1cccc(Cl)c1 (centres undefined)	4
Cc1ccccc1C1CC(=O)NC2=C1C(=O)CCC2 (centres undefined)	0
CCOc1ccc(N2CC(C(=O)NCc3cccc(C)c3)CC2=O)cc1 (centres undefined)	-11
Cc1ccc(-c2nnc(-c3ccccc3)o2)cc1	3
CCOc1ccc(N2C(=O)CC(N3CCC(NC(=O)Nc4ccccc4)CC3)C2=O)cc1 (centres undefined)	-5
COC(=O)c1cc(C(=O)Nc2cccc(C)n2)cc([N+](=O)[O-])c1	-1
O=C1CC(c2ccco2)CC(O)=C1C=NCC1CCNCC1 (centres undefined)	16
CC1=CS/C(=C(/C#N)C(=O)N2CCCCC2)N1c1ccccc1	-3
O=C(Cn1cc(C(=O)COc2ccccc2)c2ccccc21)NCc1ccco1	2
CS(=O)(=O)N1CCc2cc(C(=O)O)ccc21	-1
O=[N+]([O-])c1ccc(OC/C=C2\Oc3ccc([N+](=O)[O-])cc3C2N2CCOCC2)cc1 (centres undefined)	9
CC(C)CC(=O)NC(NC(=S)Nc1cccc2cccnc12)C(Cl)(Cl)Cl (centres undefined)	17
O=C(Cc1ccc(Cl)cc1)NCCS(=O)c1ccc(Cl)cc1 (centres undefined)	-8
OC(CNCC1CCCO1)COc1ccc(OCC(O)CNCC2CCCO2)cc1 (centres undefined)	6
Cc1ccc(C(=O)Nc2ccc3nccnc3c2)cc1	-8
NC(=O)c1sc2nc3c(c(-c4cccs4)c2c1N)CCCCC3	4
O=C(NCc1cccnc1)C1CCN(S(=O)(=O)c2cccnc2)CC1	-8
O=C(N/C=C\c1ccccc1)NCc1ccc(Cl)cc1Cl	10

Molecules shown so far that contain a furan ring, fused or not (three):
SMILES	Artemis inh
CC(C)OC(=O)c1nn2c(C(F)(F)F)cc(-c3ccco3)nc2c1Cl	2
O=C1CC(c2ccco2)CC(O)=C1C=NCC1CCNCC1 (centres undefined)	16
O=C(Cn1cc(C(=O)COc2ccccc2)c2ccccc21)NCc1ccco1	2

Remaining list, next part
SMILES	Artemis inh
Cc1cc(S(=O)(=O)N(Cc2ccc3c(c2)OCO3)CC2CCCO2)ccc1-n1cnnn1 (centres undefined)	-5
Cc1cccc(-n2ccnc2SCC(=O)Nc2ccc3c(c2)OCCO3)c1	0
N#CCOC(=O)c1sccc1-n1cccc1	3
C=CCn1c(CCNC(=O)c2ccccc2F)nnc1SCC(=O)Nc1nc(C)cs1	-6
C=CCOc1cccc(C2/C(=C(/O)c3ccc(C)cc3)C(=O)C(=O)N2CCN2CCOCC2)c1 (centres undefined)	10
Cc1cc(=O)oc2cc(OCCSCCN3CCOCC3)ccc12	0
CCn1c(N)c(C(=O)N2CCOCC2)sc1=S	0
O=c1oc2ccccc2n1CSC1=NCCS1	-7
CCOC(=O)c1[nH]c2c(c1C)C(=O)CC(c1ccc(OC)c(OC)c1)C2 (centres undefined)	3
COc1ccc(S(=O)(=O)N2CCN(C(=O)CCC3CCCC3)CC2)cc1	2
CCOC(=O)C1=C(O)C(Nc2nccs2)(C(F)(F)F)N=C1C (centres undefined)	5
Cc1cc(=O)n2nc(N3CCCC3C(=O)NCCCN3CC(C)CC(C)C3)sc2n1 (centres undefined)	4
Cc1cnc(C(=O)OCC(=O)Nc2ccc(Oc3ccccc3)cc2)cn1	-2
CCOc1cccc(NC(=O)Cn2nc(-c3ccc4c(c3)OCCO4)ccc2=O)c1	-3
Fc1ccccc1N1CCN(C(c2cccs2)c2nnnn2CCc2ccccc2)CC1 (centres undefined)	16
COc1cc(Cl)c(S(=O)(=O)NCCCN2CCOCC2)cc1Cl	-2
CCCCOc1ccc(/C=c2\sc3ncnn3c2=O)cc1	14
Cc1nnc(NCCN2CCOCC2)[nH]c1=O	5
CCC(=O)N1CCN(c2nc3ccccc3s2)CC1	-3
COCc1cc(=O)[nH]c(Nc2nc3ccccc3o2)n1	-2
COc1ccc(S(=O)(=O)N(C)CC(=O)Nc2ccccc2OC)cc1C	-7
CCOc1ccc(C(C)C)cc1S(=O)(=O)Nc1ccc(Cl)cn1	-6
Cc1ccc2oc(C(=O)NCc3ccc4c(c3)OCO4)c(C)c2c1	3
Cc1cccc(NC(=O)N(C)Cc2cccs2)c1	-4
O=C(CSc1nnc(-c2ccco2)n1Cc1ccccc1)c1ccccc1	7
O=C(Nc1cccc(Cl)c1)Nc1ccc(Cl)cn1	0
CCOC(=O)CSc1nccc(N(C)C)c1C#N	1
COC(=O)c1cc(Br)c(=O)n(CCC2=CCCCC2)c1	-2
COc1ccc(CC(=O)N2CCCc3ccccc32)cc1OC	3
O=S(=O)(Nc1cccc(C(F)(F)F)c1)c1cnc[nH]1	8
Cc1nn(C(=O)C(C)N2C(=O)c3ccccc3C2=O)c(C)c1Br (centres undefined)	0
CCOC(=O)C(C(=O)NCc1cccc(OC)c1)c1ncc(C(F)(F)F)cc1Cl (centres undefined)	-13
S=C(Nc1ccc2snnc2c1)N1CCN(c2ccccn2)CC1	2
CCOC(=O)c1[nH]c2ccc(OC)cc2c1C	0
C/C(=N\O)C(=O)NCCCNCCCN(C)C	-7
COC(=O)C1CCCN1C(=O)C1CCCN1C(=O)CNC(=O)OCc1ccccc1 (centres undefined)	-7
CC(C)CCOc1ccc(C(=O)O)cc1	1
COc1ccc(C(=O)Nc2cc(OC)cc(OC)c2)cc1	8
Cc1cc(NC(=O)CSc2ccc3ccccc3c2)no1	14
COc1ccc(S(=O)(=O)N(C)CC(=O)NC2CCCC2)cc1Cl	-3

Eight records drawn at random from those above, as already listed:
SMILES	Artemis inh
S=C(Nc1ccc2snnc2c1)N1CCN(c2ccccn2)CC1	2
COc1ccc(S(=O)(=O)N(C)CC(=O)NC2CCCC2)cc1Cl	-3
CCOC(=O)C(C(=O)NCc1cccc(OC)c1)c1ncc(C(F)(F)F)cc1Cl (centres undefined)	-13
CCOC(=O)c1[nH]c2ccc(OC)cc2c1C	0
CC(C)CCOc1ccc(C(=O)O)cc1	1
Cc1cc(NC(=O)CSc2ccc3ccccc3c2)no1	14
COc1ccc(C(=O)Nc2cc(OC)cc(OC)c2)cc1	8
C/C(=N\O)C(=O)NCCCNCCCN(C)C	-7

Next compounds.
SMILES	Artemis inh
CN1CCCc2cc3c(C(F)(F)F)cc(=O)oc3nc21	-12
CN1C(=O)c2ccccc2C(C(=O)NCCCN2CCCC2)C1c1c[nH]c2ccccc12 (centres undefined)	-1
O=C(NNC(=O)c1ccccc1Cl)c1cccs1	2
COc1ccccc1NC(=O)N1CCc2[nH]c3ccc(Cl)cc3c2C1	5
COc1cc(NC(=O)C2CCCCC2)c2ncccc2c1	0
CSCCC(NC(=O)c1cc(CC(C)C)oc1C)C(=O)O (centres undefined)	-1
CCOC(=O)c1cc(C(=O)OCC)c2cccc(C)n2c1=O	3
COc1ccc(NC(=O)c2cncc(Br)c2)c(S(=O)(=O)N2CCOCC2)c1	-6
CN(C)c1ccc(C(=S)NCc2ccco2)cc1	2
COc1ccc(Br)cc1/C=N/NC(=O)c1nc(-c2ccccc2)n2c1CCCCC2	30*
O=C1CCC(=O)N1CN(C(=O)c1ccco1)c1ccccc1	1
O=C(Cc1nn[nH]n1)NCc1ccccc1Cl	3
COC(=O)N/N=C(\C)c1ccccc1Br	7
c1ccc(-c2nn3c(-c4ccco4)nnc3s2)nc1	-2
CCN1C(=O)/C(=C\N2CCN(C)CC2)SC1=S	12
COC(=O)CN(C(=O)CSc1nnc(-c2cccc(OC)c2)o1)c1ccc(OC)cc1	34*
CC(=O)c1ccc(-c2nc3ccccc3n2C)o1	-13
Cc1ccnc(NC(=S)NC(=O)/C=C/c2ccco2)c1	12
C=CCn1c(SCc2ccc(Cl)cc2)nc2c1c(=O)[nH]c(=O)n2C	7
CCC(=O)C1=C(N2CCCC2)CC(C)(C)CC1=O	-6
O=C(Oc1ccc2c(=O)c(Oc3ccc4ccccc4c3)coc2c1)c1cncc(Br)c1	12
COc1ccc(C(=O)CSc2nc3cccnc3n2C)cc1	0
O=C(COC(=O)Cc1ccsc1)NC1CCCCCC1	-8
CCCSC1=C(C#N)C(c2cccnc2)C(C(=O)OCC)=C(c2ccccc2)N1 (centres undefined)	-4
CCN1C(=O)CC(N2CCC(C(=O)N3CCOCC3)CC2)C1=O (centres undefined)	0
COc1ccc2c(c1)[nH]c1c(=O)n(CCC3=CCCCC3)cnc12	7
CCOC(=O)c1nnn(-c2nonc2NC(C)=O)c1C	-11
Cn1c(OCc2ccc3c(c2)OCO3)nc2c1c(=O)n(Cc1cccc(Cl)c1)c(=O)n2C	4
O=C(CSc1cccc2cccnc12)OCC(=O)c1ccc(Br)cc1	-1
CC1CCC2(CC1)NC(=O)N(CC(=O)Nc1nc(-c3ccc(F)cc3)cs1)C2=O (centres undefined)	-4

Copied from the list:
Entry for `CCOC(=O)c1[nH]c2c(c1C)C(=O)CC(c1ccc(OC)c(OC)c1)C2` (centres undefined) under Artemis inh: 3
Entry for `CCOC(=O)c1ccc(N2C(=O)C(O)=C(C(C)=O)C2c2ccc(O)c(OC)c2)cc1` (centres undefined) under Artemis inh: -1
Entry for `O=C(CSc1cccc2cccnc12)OCC(=O)c1ccc(Br)cc1` under Artemis inh: -1
Entry for `Cc1cc(=O)n2nc(N3CCCC3C(=O)NCCCN3CC(C)CC(C)C3)sc2n1` (centres undefined) under Artemis inh: 4
Entry for `COC(=O)c1cc(C(=O)Nc2cccc(C)n2)cc([N+](=O)[O-])c1` under Artemis inh: -1
Entry for `C=CCn1c(SCc2ccc(Cl)cc2)nc2c1c(=O)[nH]c(=O)n2C` under Artemis inh: 7
Entry for `Cc1cccc(-n2ccnc2SCC(=O)Nc2ccc3c(c2)OCCO3)c1` under Artemis inh: 0
Entry for `CCC(=O)N1CCN(c2nc3ccccc3s2)CC1` under Artemis inh: -3

Following part
SMILES	Artemis inh
O=[N+]([O-])c1ccc(N2CCOCC2)cc1NCc1ccccc1	1
CCCc1cc(=O)n2[nH]c(-c3ccc(OC)cc3)nc2n1	-1
COc1cc(C(=O)N2CCN(C(=O)C3CC3)CC2)cc(OC)c1OC	6
Cn1c(=O)[nH]c(=O)c2c1nc(NCc1ccco1)n2CCCc1ccccc1	1
O=C(Nc1ccc2oc(=O)ccc2c1)c1cc2ccccc2o1	0
Cc1ccc(C)c(/C(O)=C2\C(=O)C(=O)N(CCCN3CCOCC3)C2c2cccnc2)c1 (centres undefined)	2
COc1ccc(Oc2nccc(-c3ccc(F)cc3)c2C#N)cc1	7
O=C(c1ccccc1)N1CCN(C(=O)c2ccccc2)C1c1ccccc1	-4
CCN(CC)C(=O)CSc1nnc(-c2ccc(F)cc2)n1N	1
COc1ccc(N2C(=O)CN=C2Nc2cccc(C)c2C)cc1OC	-8
C/C(=C1/SC(N2CCCC2)=NC1=O)c1ccc(Br)cc1	7
N#CCSc1n[nH]c2nc3c(c(=O)n12)C1(CCCC1)Cc1ccccc1-3	14
COc1ccc(C2C(C(=O)OC(C)C)=C(C)N=c3s/c(=C\c4cccs4)c(=O)n32)cc1 (centres undefined)	4
CCN(C(=O)c1ccco1)c1nnc(-c2ccc(OC)cc2)s1	3
CCN(C(=O)CN1CCN(C)CC1)c1cccc2ccccc12	-3
O=C(Nc1ccccn1)C(=O)N1CCCCC1	1
COc1ccc(C2C3=C(CC(C)(C)CC3=O)Oc3ncn(CC(C)C)c(=N)c32)cc1 (centres undefined)	-9
CCn1c(SCC(=O)NCCc2ccc(Cl)cc2)nnc1-c1cccs1	-7
CCCOC(=O)CCc1n[nH]c(=O)[nH]c1=O	-8
N#CC1=C(N)Oc2n[nH]c(-c3ccc(F)cc3)c2C1c1cccc(OC(=O)N2CCOCC2)c1 (centres undefined)	2
Cc1ncc(N=Nc2ccccc2Cl)c(-c2ccccc2)n1	9
COC(=O)c1[nH]c2ccc(C)cc2c1NC(=O)CN1CCCC(C)(C)C1	-5
CCOc1ccc(C2/C(=C(\O)c3cccc(OC)c3)C(=O)C(=O)N2c2cc(C)on2)cc1OC (centres undefined)	-7
O=P(O)(CCCP(=O)(O)CCc1ccccc1)CCc1ccccc1	-3
Cc1c(Br)c([N+](=O)[O-])nn1CC(=O)N1CCCc2ccccc21	-8
COC(=O)c1sccc1NC(=O)/C=C\c1ccc(Cl)cc1Cl	14
COc1ccccc1CNc1n[nH]c(NCc2ccccc2OC)n1	-11
O=C(CCNS(=O)(=O)c1cccc2nonc12)N1CCN(c2cccc(Cl)c2)CC1	2
COc1ccc(Sc2nnc(-c3ccccc3)cc2C#N)cc1	1
CCc1ccc2[nH]c(=O)c(CN(CCN(C)C)C(=O)Nc3ccccc3OC)cc2c1	12
Clc1cccc(CSc2nccn2-c2ccccc2)c1	-5
CN(NC(=O)c1ccccc1)c1nc2ccccc2nc1C(F)(F)F	-1
N#Cc1c(N)nc2c(c1N)CC(COc1ccccc1)O2 (centres undefined)	-7
N#Cc1ccccc1NC(=O)CSc1nnc(-c2ccc(F)cc2)n1-c1ccccc1	0
CCOC(=O)CS(=O)(=O)c1ccc(C(F)(F)F)cn1	9
CCOC(=O)CSC1=C(C#N)C(C)C2=C(CCCC2=O)N1 (centres undefined)	-4
COc1ccc(-c2nn(-c3ccccc3)cc2/C=N/n2cnnc2)cc1OC	0
CCOc1ccc(-c2csc(N)c2C(=O)OC)cc1	9
O/N=C/c1cn(-c2ccccc2)nc1-c1ccc2c(c1)OCCO2	-9
CCCCC(=O)NCCc1ccc(OC)cc1	-4

High-throughput results: PubChem BioAssay, Sanford-Burnham Center for Chemical Genomics
